Assay outcomes (PubChem BioAssay)
Epigenetic reg = regulators of epigenetic silencing causing reporter derepression in mouse cells; murine LDR cells, GFP reporter derepression, 30 h; Potency, µM (series often up to 53.9 µM), inactives show at the highest dose GFP activation, actives largely listed as activators; 280,000 compounds, 0.2% hits; AID 1865; active = well fitted activation curve with a large enough effect; inconclusive = small, poorly fitted or top-dose-only effect; also: % of control where 0% means no effect; nearly all actives have a fitted effect of over 60% in size
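Murine LDR cells bearing a silenced CMV-driven GFP reporter were exposed to compound for 30 h at 37 C. After PBS washes, GFP-positive cells (20-120 um objects) counted by laser-scanning microplate cytometry.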
An asterisk follows results filed as active; ? = inconclusive. Potency is read from the fitted curve at half-maximal effect. A portion of the library; the hit share may differ from the screen's.

SMILES	Epigenetic reg
CC(=O)C1=C(c2ccc(Cl)c(Cl)c2)N(C(C)=O)n2c(nnc2-c2ccccc2)S1	3.3%
CCOc1ccc(C(=O)NCc2ccc3c(c2)CCN3C(=O)c2ccc(Cl)cc2)cc1	15.1%
Cc1ccc(CCNC(=O)Cn2ncc3c([nH]c4ccc(C)cc43)c2=O)cc1	-0.9%
COc1ccc(OC)c(-n2nnc3c(sc4nc(C)c(Br)c(C)c43)c2=O)c1	-0.5%
COc1ccc(-c2nc(S(=O)(=O)c3ccccc3)c(N3CCCCC3)o2)cc1	-2.5%
COc1ccccc1-c1nnc(C2CCN(S(=O)(=O)c3ccc(CC(C)C)cc3)CC2)o1	-2.4%
COc1ccc(C2CC(=O)c3c([nH]c(C(=O)OCc4ccccc4)c3C)C2)cc1 (centres undefined)	-1.5%
Cc1ccc(CNC(=O)CSc2nc3ccccc3nc2Cc2ccc(C)cc2)cc1	0.3%
O=C(Nc1cccc(C(=O)N2CCN(c3ccccc3)CC2)c1)c1nsc2ccccc12	-3.4%
Cc1ccc(Cn2c(CNC(=O)c3ccc(Cl)c([N+](=O)[O-])c3)nc3cccnc32)cc1	0.0%
Cc1ccc(-c2cn(-c3ccc(Cl)cc3)c(S(=O)(=O)CC(=O)Nc3ccccc3)n2)cc1	1.7%
COc1ccc(Nc2cc(C(=O)NCc3ccccc3)c3ccccc3n2)cc1	1.5%
CCOc1ccc(-n2ccnc2SCC(=O)Nc2nc3ccc(C)cc3s2)cc1	5.2%
CCc1nn(CC(=O)N2CCN(c3ccc(OC)cc3)CC2)c(=O)c2cc3sccc3n12	-1.1%
CC(=O)Nc1ccc(NC(=O)c2nc(SCc3ccccc3C)ncc2Cl)cc1	-4.8%
Nc1nnc(SCC(=O)Nc2ccc(Cl)cc2)s1	-2.5%
Cc1ccc(CN(Cc2ccco2)C(=O)COc2ccc(Cl)cc2Cl)cc1	4.5%
Cc1ccc(CNC(=O)CN2C(=O)CSc3ccc(S(=O)(=O)N(C)C)cc32)cc1	0.0%
COc1cc(OC)c(NC(=O)Nc2cccc(OCc3cc(=O)n4ccccc4n3)c2)cc1Cl	6.4%
COc1ccc(N2CCN(C(=O)C3CCN(S(=O)(=O)Cc4ccccc4)CC3)CC2)cc1	-0.7%
COc1cc(CNCCSc2nnnn2C)ccc1OCc1ccc(C)cc1	1.1%
COc1ccccc1-n1cc(-c2ccc(C)cc2)nc1S(=O)(=O)CC(=O)Nc1ccccc1C(F)(F)F	-1.3%
O=C(CSc1c2c(nc3cc(Cl)ccc13)CCCC2)NCc1ccccc1Cl	3.3%
COc1ccccc1-c1nn(CCC(=O)Nc2ccccc2)c2nc(C)cc(C)c12	4.8%
CC(=O)N1CCc2cc(CNS(=O)(=O)c3ccc(C(C)(C)C)cc3)ccc21	-1.5%

Other records:
SMILES	Epigenetic reg
CCCCn1cc(S(=O)(=O)c2ccc(OC)cc2)c(=O)c2cc(F)c(N3CCCC3)cc21	-0.4%
CN(C(=O)CSc1nc2c(c(=O)[nH]1)CCCC2)c1ccccc1	0.1%
Cc1c(NC(=O)c2cc(-c3ccc(Cl)cc3)on2)c(=O)n(-c2ccccc2)n1C	-0.9%
Cn1c(C(=O)NCc2ccc(Cl)cc2)cc2c(=O)n(C)c3ccccc3c21	0.0%
O=C(CSc1nc2ccsc2c(=O)n1-c1ccc(Cl)cc1)NCc1ccc(Cl)cc1	0.7%
Cc1cccc(CCNC(=O)c2ccc3c(c2)nc2n3CCCCC2)c1	-0.4%
O=C(NCCSc1c(-c2ccc(Br)cc2)[nH]c2ccccc12)c1ccc(S(=O)(=O)N2CCOCC2)cc1	-1.5%
Cn1c(=O)c(=O)n(C)c2cc(NC(=O)c3ccccc3Br)ccc21	-0.3%
Cc1ccc(S(=O)(=O)N(CC(=O)NCCSc2ccc(Cl)cc2)c2cccc(Cl)c2)cc1	-1.1%
Cc1cccc(CC(=O)N2CC(=O)Nc3ccc(C)cc3C2c2ccc(F)cc2)c1 (centres undefined)	-2.5%
NC(=O)C1CCN(S(=O)(=O)c2ccc(N3CCCCS3(=O)=O)cc2)CC1	5.9%
O=C(C1CCC(Cn2c(=O)c3sccc3n(Cc3ccccc3F)c2=O)CC1)N1CCOCC1 (centres undefined)	1.5%
COc1ccc(CNC(=O)C(=O)NCC(c2cccs2)S(=O)(=O)c2ccc(F)cc2)cc1 (centres undefined)	11.8%
CCCC(=O)Nc1ccc2oc(-c3ccc(O)c(Br)c3)nc2c1	-1.1%
CCOC(=O)c1ccc(NC(=O)CCCn2c(=O)c3cccn3c3cccnc32)cc1	0.5%
CCOC(=O)c1ccc(N2CCN(c3cc(C)ccc3C)CC2)c(NC(=O)Nc2ccccc2)c1	0.9%
COc1cccc(N2CCN(C3C(=O)c4ccccc4N3C(C)=O)CC2)c1 (centres undefined)	-0.9%
CCc1ccc(C2c3c(-c4ccccc4O)n[nH]c3C(=O)N2Cc2ccncc2)cc1 (centres undefined)	-0.6%
CCc1ccc(CN(Cc2ccco2)C(=O)COc2ccc(Cl)c(C)c2)cc1	-5.6%
Cc1cc(C)c2c(n1)nn1c(C)c(CCC(=O)Nc3ccc(C)c(Cl)c3)c(C)nc21	3.4%
CCc1ccc(NC(=O)C(=O)NCCc2sc(-c3ccc(OC)c(OC)c3)nc2C)cc1	0.0%
Cc1cccc(N2CCN(C(=O)c3nn(C)c4c3CS(=O)(=O)c3ccccc3-4)CC2C)c1 (centres undefined)	0.0%
COc1ccccc1Nc1nc2c(S(=O)(=O)c3ccc(C(C)C)cc3)nnn2c2ccsc12	?
O=C(COCc1cc(-c2ccc3c(c2)OCO3)on1)Nc1cc(Cl)ccc1O	0.0%
O=C(CN1CCCN(Cc2ccc(Cl)cc2)S1(=O)=O)Nc1ccccc1F	-3.4%

Four entries from above, set out differently.
> COc1cccc(N2CCN(C3C(=O)c4ccccc4N3C(C)=O)CC2)c1 (centres undefined)
  Epigenetic reg: -0.9%

> CCc1ccc(C2c3c(-c4ccccc4O)n[nH]c3C(=O)N2Cc2ccncc2)cc1 (centres undefined)
  Epigenetic reg: -0.6%

> CCc1ccc(CN(Cc2ccco2)C(=O)COc2ccc(Cl)c(C)c2)cc1
  Epigenetic reg: -5.6%

> Cc1cc(C)c2c(n1)nn1c(C)c(CCC(=O)Nc3ccc(C)c(Cl)c3)c(C)nc21
  Epigenetic reg: 3.4%

Next part
SMILES	Epigenetic reg
COc1ccc(Br)cc1CNC(=O)c1ccc(-n2c(C)cc3c2CCC(C)C3)cc1 (centres undefined)	15.0%
Nc1c(C(=O)Nc2ccccc2Cl)nnn1Cc1cccc(Cl)c1	-1.1%
CCCn1c(CCC(=O)Nc2ccc(OCC)cc2)nc2cccnc21	-1.1%
COC(=O)c1ccccc1NC(=O)c1ccc2c(Cl)c3c(nc2c1)CCCC3	1.9%
CCC(Oc1ccccc1)C(=O)Nc1cc(-c2ccccc2OC)nn1-c1ccccc1 (centres undefined)	-2.1%
CCOC(=O)C1CCN(C(=O)C2CCN(C3=NS(=O)(=O)C(c4ccc(C)cc4)=C3CC)CC2)CC1	1.4%
CCCn1cc(S(=O)(=O)c2ccccc2)c(=O)c2cc(F)c(N3CCCCC3)cc21	-1.2%
Cc1cccc(-n2ncc(C(=O)NCc3ccccn3)c2C2CCN(C(=O)OC(C)(C)C)CC2)c1	0.0%
Cc1ccc(CNC(=O)CCS(=O)(=O)c2ccc3c(c2)CC(C)N3C(=O)C2CC2)cc1 (centres undefined)	2.0%
COC(=O)c1c(NC(=O)CCCOc2ccc(C)cc2)sc2c1CCCC2	-0.5%
O=C1CC(c2nc3ccccc3[nH]2)CN1c1cccc(Cl)c1 (centres undefined)	-0.7%
Cc1oc(-c2ccc(C(=O)NCc3ccc(Cl)cc3)cc2)nc1CS(=O)(=O)c1ccccc1	?
O=C(Nc1ccccc1C(=O)N1CCCCC1)c1nsc2ccccc12	7.3%
CNC(=O)c1sc2ncccc2c1-n1cccc1	0.8%
Cc1ccc2nc(-c3cccc(NC(=O)c4ccc(Br)o4)c3)oc2c1	0.8%
Cc1ccc(NC(=O)C2CCCN(S(=O)(=O)c3c(C)nn(C)c3C)C2)c(C)c1 (centres undefined)	0.5%
COc1cc([C@@H]2Nc3c(F)cccc3[C@@H]3C=CC[C@@H]32)cc(Br)c1OC	5.0%
COc1cc(NC(=O)CSc2ncc(S(=O)(=O)c3ccc(Br)cc3)c(=O)[nH]2)cc(OC)c1	2.7%
Cc1nn2c(=O)cc(COc3ccc(/C=C(\C#N)C(=O)Nc4ccccc4)cc3Cl)nc2s1	1.4%
Cc1ccc2c(c1)c1c(c(=O)n(-c3ccccc3C)c(=O)n1Cc1cccc(F)c1)n2C	4.7%
CSc1nc2sc3c(c2c(=O)n1-c1ccccc1C)CCCC3	1.1%
Cc1ccc(N(Cc2cccs2)C(=O)COc2cccc(C)c2)cc1	-1.6%
CC(C)c1ccc(S(=O)(=O)c2nnn3c2nc(N2CCCC2)c2sccc23)cc1	1.8%
COc1ccc(C2NC(=O)N(C)C3=C2C(=O)N(c2cccc(C(=O)O)c2)C3)cc1 (centres undefined)	-1.1%
Cc1ccc(C)c(Cn2nnc(C(=O)NCc3ccccc3)c2N)c1	?

Other records:
SMILES	Epigenetic reg
COc1ccc(Cl)cc1NC(=O)CSC1=Nc2ccccc2C2=NC(CCC(=O)NCc3ccc(F)cc3)C(=O)N12 (centres undefined)	4.0%
CCOC(=O)c1ccc(CN(Cc2ccc(Cl)cc2Cl)S(=O)(=O)c2ccc(F)c(C)c2)cc1	-1.2%
Cc1ccc(CSc2nc3cccnc3n2Cc2ccc(C(=O)NCCc3cccs3)cc2)cc1	-1.2%
Cc1ccccc1-c1noc(-c2ccc(NC3CCCC3)c([N+](=O)[O-])c2)n1	?
COc1ccc(OC)c(CNS(=O)(=O)c2c(C(=O)N3CCCCCC3)c(C)n(C)c2C)c1	0.0%
CN(C(=O)CSc1nc2ccc(NC(=O)c3cccc(F)c3)cc2s1)c1ccccc1	-2.2%
CCOCCCNC(=O)NC(CCC(C)C)c1c(-n2cccc2)sc2c1CCN(C)C2 (centres undefined)	0.0%
CCc1nc2ccc(C(=O)N3CCN(c4cccc(Cl)c4)CC3)cc2nc1CC	-1.3%
COc1cc2c(cc1OC)C(COc1ccc(F)cc1)N(C(=O)C(C)C)CC2 (centres undefined)	1.3%
CCOc1ccccc1NC(=O)Cn1c(=O)n(-c2ccc(F)cc2)c(=O)c2sc3ccccc3c21	?
COc1ccc(N(C(=O)c2ccccc2C)S(=O)(=O)c2ccc(C)cc2)cc1	0.8%
CCCC1=Nc2cc(C(=O)NC3CCCCC3)ccc2Sc2ccc(C)cc21	3.5%
CCCCOc1ccc(C(C)NC(=O)CN2C(=O)CSc3ccc(S(=O)(=O)N4CCOCC4)cc32)cc1 (centres undefined)	-0.3%
CCOc1ccccc1NC(=O)C1CCN(S(=O)(=O)c2ccc3[nH]c(=O)oc3c2)CC1	0.8%
CC1CCN(c2nc3ccc(C(=O)NCc4ccccc4)cc3s2)CC1	0.0%
CCCOc1ccc(C(=O)Nc2cccc(-c3nc4ccccc4[nH]3)c2)cc1	-0.2%
CCc1ccccc1Nc1cc(C(=O)NC(C)c2ccccc2)c2ccccc2n1 (centres undefined)	-0.8%
CC(C)Oc1ccc(CNC(=O)Cn2c(-c3cccs3)cc3ccccc32)cc1	2.3%
CCc1ccc(S(=O)(=O)c2cn(CC(=O)Nc3cccc(C)c3)c3ccc(Cl)cc3c2=O)cc1	5.4%
COc1ccc(/C=C\c2onc(C)c2S(=O)(=O)N2CCC(C(=O)Nc3cccc(C)c3C)CC2)cc1	0.3%
CCOc1ccc(CNC(=O)c2cnc(SC)nc2C)cc1	-1.2%
COc1cccc(-c2nnc3n(Cc4ccc(F)cc4)c(=O)c4ccccc4n23)c1	-2.9%
Oc1c(C(c2ccccc2)N2CCC3(CC2)OCCO3)sc2nc(-c3ccco3)nn12 (centres undefined)	0.1%
CCCC12CN3CC(CCC)(CN(C1)C3c1c[nH]c3ccccc13)C2=O (centres undefined)	0.8%
COc1ccc(NC(=O)c2cc3c(s2)-c2c(C)cccc2OC3)c(OC)c1	2.7%

More records
SMILES	Epigenetic reg
Cc1ccc(OCC(=O)Nc2ccc(C(=O)OCc3cc(=O)n4c(C)csc4n3)cc2)cc1	-3.3%
Cc1cc(F)ccc1NC(=O)CN1C(=O)CCc2cc(S(=O)(=O)N3CCOCC3)ccc21	-5.8%
Cc1ccc2nc(NCCc3ccc(Cl)cc3)c3nncn3c2c1	?
Cc1ccc(C(=O)c2c(N)c(C(=O)Nc3ccccc3Cl)c3ccccn23)cc1	-4.1%
O=C(COc1ccc(Cl)cc1)Nc1ccc(C(=O)OCc2cc(=O)n3ccsc3n2)cc1	0.4%
Cc1ccc(Cn2ccnc2SCC(=O)Nc2nnc(C)s2)cc1	1.4%
Cc1ccc(NC(=O)CN2C(=O)CCn3nc(-c4cccn4C)cc32)cc1	-1.7%
COc1cc(C2c3c(oc4ccccc4c3=O)C(=O)N2Cc2ccc(C)cc2)ccc1O (centres undefined)	-1.1%

Copied from the listing, 3 compounds:
SMILES	Epigenetic reg
Cc1ccc(OCC(=O)Nc2ccc(C(=O)OCc3cc(=O)n4c(C)csc4n3)cc2)cc1	-3.3%
Cc1cc(F)ccc1NC(=O)CN1C(=O)CCc2cc(S(=O)(=O)N3CCOCC3)ccc21	-5.8%
Cc1ccc2nc(NCCc3ccc(Cl)cc3)c3nncn3c2c1	?

Copied from the list:
Epigenetic reg result of Cc1cc(F)ccc1NC(=O)CN1C(=O)CCc2cc(S(=O)(=O)N3CCOCC3)ccc21 = -5.8%
Epigenetic reg result of Cc1ccc(NC(=O)CN2C(=O)CCn3nc(-c4cccn4C)cc32)cc1 = -1.7%
Epigenetic reg result of O=C(COc1ccc(Cl)cc1)Nc1ccc(C(=O)OCc2cc(=O)n3ccsc3n2)cc1 = 0.4%
Epigenetic reg result of Cc1ccc(C(=O)c2c(N)c(C(=O)Nc3ccccc3Cl)c3ccccn23)cc1 = -4.1%
